Screening data from PubChem BioAssay.
SENP6 block: inhibitors of human SENP6 protease. Q9GZR1. Recombinant SENP6 catalytic domain, aminoluciferin luminescence. inhibition, % at 10 µM. 330,000 tested, 1.8% active. AID 2599;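 active means inhibition above about 50% at the single tested dose, limit read from the data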;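 further: plate controls were DMSO wells with enzyme for no effect and DMSO wells lacking enzyme for full effect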
Target sequence (Q9GZR1 628-1112 limits assumed): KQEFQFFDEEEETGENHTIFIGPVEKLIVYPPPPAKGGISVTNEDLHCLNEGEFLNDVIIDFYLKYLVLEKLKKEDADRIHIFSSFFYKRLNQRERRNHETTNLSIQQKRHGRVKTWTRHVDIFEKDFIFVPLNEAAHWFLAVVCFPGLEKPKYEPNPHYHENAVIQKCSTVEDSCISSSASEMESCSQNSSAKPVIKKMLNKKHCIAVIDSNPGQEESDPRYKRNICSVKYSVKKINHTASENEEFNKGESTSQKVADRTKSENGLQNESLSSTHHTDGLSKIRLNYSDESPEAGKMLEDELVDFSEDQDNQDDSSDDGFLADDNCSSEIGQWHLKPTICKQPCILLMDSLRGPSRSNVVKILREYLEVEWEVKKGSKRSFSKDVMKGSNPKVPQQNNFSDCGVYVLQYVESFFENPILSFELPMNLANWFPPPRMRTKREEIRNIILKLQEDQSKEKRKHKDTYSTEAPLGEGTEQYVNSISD
HKDC1 inhibitor: blocks human hexokinase HKDC1 activity; Q2TB90; recombinant HKDC1, G6PDH/diaphorase resazurin coupled fluorescence; inhibition, % at 20 µM; 340,000 tested, 0.16% active; AID 493160;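 active means inhibition above about 35% when tested at 20 µM, limit read from the data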;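 further: plate controls were DMSO wells with enzyme for no effect and DMSO wells lacking enzyme for full effect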
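Material: recombinant HKDC1 hexokinase; Amount: HKDC1 at 5 µg/mL; Medium: Tris pH 8.0 buffer with MgCl2, Tween-20, BSA, BME; Schedule: 90 min reaction incubation at room temperature, dark; Technique: coupled resazurin fluorescence, excitation 525 nm, emission 613 nm.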
SENP7 inh: SENP7 protease inhibition. recombinant SENP7, Z-RLRGG-aminoluciferin luminescence, 40 min. inhibition, % at 5 µM. 330,000 tested, 1.5% active;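 active means inhibition above about 50% at the single test dose, limit read from the data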;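 further: plate controls were DMSO with enzyme for no effect and no enzyme buffer wells for full effect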
Target sequence (Q9BQF6 706-1050 limits assumed): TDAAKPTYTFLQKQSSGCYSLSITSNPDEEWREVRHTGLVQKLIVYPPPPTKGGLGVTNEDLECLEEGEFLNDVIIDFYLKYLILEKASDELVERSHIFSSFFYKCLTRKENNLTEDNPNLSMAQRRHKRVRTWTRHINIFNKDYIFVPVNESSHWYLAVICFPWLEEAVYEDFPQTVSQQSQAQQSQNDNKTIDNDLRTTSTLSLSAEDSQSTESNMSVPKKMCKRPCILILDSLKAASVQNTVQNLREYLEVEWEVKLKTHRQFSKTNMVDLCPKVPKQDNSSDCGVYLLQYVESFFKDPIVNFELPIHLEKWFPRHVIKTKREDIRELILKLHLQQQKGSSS
SENP8 block-1: inhibitors of human SENP8 protease; inhibition, % at 20 µM; AID 602440; 360,000 tested, 0.64% active; recombinant SENP8, Nedd8 substrate fluorescence; in the data active means inhibition mostly above about 40%, no sharp cut-off; inactive means mostly below about 27%
NLRP3 yeast inh: inhibitors of NALP3 inflammasome in yeast. Yeast reconstituted NLRP3/ASC/caspase-1, beta-gal luminescence, 24 h. inhibition, % at 10 µM. 330,000 tested, 0.39% active. AID 2825;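 active means inhibition of 50% or more; inactive means inhibition below 50%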;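 further: plate controls were induced DMSO wells for no effect and uninduced yeast grown without galactose for full effect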
SENP1 FRET inh: SENP1 (human) catalytic domain inhibition; recombinant SENP1 catalytic domain, CyPet-SUMO1-YPet FRET cleavage; inhibition, % at 10 µM; 360,000 tested, 0.21% active; Q9P0U3; AID 624204;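 active means inhibition at least 30% at 10 µM, raw YFP signal under a set limit, fluorescence ratio 0.5 to 1.5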;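 further: 0% = enzyme with DMSO and 100% = no enzyme wells; some results filed as inactive read as strong as hits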
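Controls: no-enzyme wells low, DMSO-plus-enzyme wells high control. Test system: human recombinant His6-tagged SENP1 catalytic domain enzyme. Reagent: SFCypet-SUMO1-SFYpet FRET protein substrate, 25 nM final. Doses: one dose per compound, 10 µM, 0.5% DMSO. Detection: FRET, CFP and YFP emission. Timing: 50 min reaction at room temperature.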
Apaf-1 inh: blocks human Apaf-1 apoptosome activity; reconstituted apoptosome caspase-3 activity, DEVD-Rh110 fluorescence; inhibition, % at 20 µM; 330,000 tested, 0.71% active; AID 489030; active means inhibition of at least 40% at 20 µM;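 further: plate controls were DMSO wells for no effect and DEVD-CHO caspase inhibitor wells for full effect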
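Material: reconstituted apoptosome with Apaf-1, cytochrome c, caspase-9, procaspase-3, dATP. Technique: Rh110 fluorescence intensity. Buffer or medium: pH 7.5 Hepes buffer with CHAPS, BSA, DTT. Times: 30 min plus 50 min, RT.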
PfGluPho inh: PfG6PD (Plasmodium falciparum) enzyme inhibition; PfGluPho enzyme, NADPH resazurin-diaphorase fluorescence; inhibition, % at 20 µM; 350,000 tested, 0.78% active; AID 504690;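 active means inhibition reaching at least a set limit at 20 µM in the primary screen, cut at about 59% in these data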;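 further: 0% = DMSO wells with substrate and 100% = DMSO wells lacking glucose-6-phosphate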
SENP8 block-2: blocks the human protease SENP8. AID 2540. purified SENP8, Z-RLRGG-aminoluciferin cleavage, luminescence. 330,000 tested, 1.2% active. inhibition, % at 10 µM; in the data active means inhibition above about 50%
Numbers without * were called inactive; · = no result given.

cpd	Compound	SENP6 block	HKDC1 inhibitor	SENP7 inh	SENP8 block-1	NLRP3 yeast inh	SENP1 FRET inh	Apaf-1 inh	PfGluPho inh	SENP8 block-2
1	COc1ccc(NC(=O)CSc2nc3ccsc3c(=O)n2Cc2ccccn2)c(OC)c1	-10	1	2	-22	7	-13	6	-15	-6
2	COc1ccccc1N1CCN(C(=O)c2cc(-c3cccs3)on2)CC1	-24	2	-10	15	12	0	22	-6	1
3	O=C(O)c1cc2c(ccc3ccccc32)o1	-38	-4	-2	-23	15	-10	-25	2	-5
4	c1ccc(CSC2=NCCCN2)cc1	-13	-3	-2	9	5	1	8	2	-5
5	CCCCN(CCCC)c1ccc(C(=O)c2ccccc2C(=O)O)c(O)c1	20	2	-3	14	20	0	12	-27	21
6	CC(NCc1ccccc1Cl)C(=O)Nc1ccc(C#N)cc1 (stereo not given)	-5	-6	-2	-1	17	-1	2	2	11
7	NC(=O)CC(NC(=O)Cc1cccc2ccccc12)c1ccc(NCc2ccccc2)c([N+](=O)[O-])c1 (stereo not given)	-5	-3	11	21	10	5	11	-5	-11
8	CCC1CCc2sc(C(=O)N(C)CC(=O)Nc3ccc(N4CCOCC4)cc3)cc2C1 (stereo not given)	-14	2	-14	2	19	-1	27	4	-9
9	O=C(CCc1ccccc1)Nc1nnc(-c2ccc3c(c2)CCCC3)o1	-15	-4	11	-5	2	2	10	3	-7
10	CC(=O)N(CCOc1ccccc1)CCOc1ccccc1	-35	-3	-11	-1	0	2	10	-2	-8
11	CCN(CC)c1nc2ccccc2c(N)c1-c1ccccc1	4	-32	2	-107	30	4	-4	-28	2
12	O=C(O)CCC(=O)Nc1ccc(C(=O)OC2CCCCC2)cc1	36	-3	-5	8	-16	3	4	-28	45
13	C=CCn1c(SCC(=O)Nc2ccccc2C)nnc1-c1ccncc1	-18	3	4	15	13	2	-1	-9	-5
14	Cc1cc(C)[n+](-c2ccc(Oc3ccccc3)c(S(=O)(=O)[O-])c2)[nH]1	-3	-2	0	29	1	1	0	-18	-4
15	CCC(CC)C(=O)Nc1c2c(nn1-c1ccc(OC)cc1)CS(=O)(=O)C2	-5	-11	7	4	-5	0	-13	-13	-5
16	CN(C)CCCN1C(=O)c2oc3ccccc3c(=O)c2C1c1cccs1 (stereo not given)	5	-10	6	-32	1	3	-2	4	2
17	O=C(COc1ncnc2ccccc12)NC1CCCC1	-7	-4	2	16	2	-2	-5	-15	-3
18	N/C(=N\OC(=O)c1cccc2ccccc12)c1ccccn1	80*	1	77*	-45	22	2	-4	-1	69*
19	Cc1cc(=O)n2nc(N3CCCC(C(=O)N4CCc5ccccc54)C3)sc2n1 (stereo not given)	3	-5	2	35	15	-3	-1	0	-3
20	Cc1cc(-n2cnc(-c3cn(C)nc3C)n2)no1	-13	1	-4	0	18	2	-1	-3	-9
21	COc1ccc(Cn2nnnc2C(c2cc3ccc(OC)cc3[nH]c2=O)N2CCC(C)CC2)cc1 (stereo not given)	-11	0	0	-260	-1	-66	16	3	-6
22	Cc1cccc(CCN2C(Nc3ccccc3)=NC[C@@H]2CC(C)C)c1	-4	-7	-1	17	26	1	12	1	-3
23	CC(C)CN(C(=O)CC1OC(=O)c2ccccc21)c1c(N)n(Cc2ccccc2)c(=O)[nH]c1=O (stereo not given)	-12	-4	-1	4	5	-3	6	-3	0
24	Fc1ccc(NC(=S)N2CCOCC2)cc1Cl	1	-11	-1	8	7	1	1	9	0
25	Cc1cc(C)c(NC(=O)CN2C(=O)NC3(CCc4ccccc43)C2=O)c(Cl)c1 (stereo not given)	2	2	-4	-2	7	-6	-2	4	8
26	CN1CCC(N(C)C(=O)c2ccc(Cl)c(S(=O)(=O)N3CCOCC3)c2)CC1	-4	-4	1	9	-1	-1	3	9	-3
27	CC(C)C(NC(=O)c1ccc(S(=O)(=O)N2CCOCC2)cc1)c1nc2ccccc2[nH]1 (stereo not given)	1	13	-2	13	-4	0	4	-3	0
28	COc1ccc(NC(=O)C2CCN(S(=O)(=O)c3cccc4cccnc34)CC2)cc1OC	-4	·	-7	16	1	-3	14	·	-8
29	CCOC(=O)CC1=CCc2c1ccc(OC)c2OC	·	-3	·	-84	·	-1	·	8	·
30	O=C(COc1ccccc1Cl)Nc1ccc(C(=O)O)cc1NC(=O)COc1ccccc1Cl	0	-8	-9	27	17	2	5	-19	-5
31	N#Cc1ccc(CSc2nnc(NC(=O)C3CC(=O)N(c4ccc5c(c4)OCCO5)C3)s2)cc1 (stereo not given)	-29	1	-17	21	7	1	28	-8	-6
32	COc1ccccc1N(C)S(=O)(=O)c1ccc(Cl)c(C(=O)NCc2cccnc2)c1	-14	-6	-11	11	18	0	-11	10	-10
33	CCC(CC)c1nnc(NC(=O)C2CCN(C(=O)c3ccco3)CC2)s1	-11	-6	-4	9	8	0	6	45	5
34	COc1ccc(OC)c(CNC(=O)CCC(=O)N2Cc3ccccc3Oc3ncccc32)c1	-13	-2	-2	5	2	0	-6	-2	-5
35	Cc1ccc(C)c(OCCCCN2CCNCC2)c1C	-6	2	14	14	21	-1	-8	-14	-8
36	Cc1ccc(S(=O)(=O)NCC(c2ccco2)S(=O)(=O)c2ccccc2)cc1 (stereo not given)	-16	-1	0	10	13	1	11	9	2
37	CC1(C)CC(=O)c2cnc(N3CCc4ccccc43)nc2C1	11	-1	35	-278	4	2	1	20	11
38	COc1ccc(Nc2nnc(SC(C(=O)Nc3cc(C)ccc3C)c3ccccc3)s2)cc1 (stereo not given)	-6	4	-10	16	-17	3	10	4	-3
39	O=C(N/N=C/c1cc(Cl)cc([N+](=O)[O-])c1O)C1CC1	8	-5	8	35	28	4	-10	-5	3
40	CC(C)CC(NC(=O)C(NC(=O)C(Cc1ccc(OCc2ccccc2)cc1)NC(=O)OC(C)(C)C)C(C)C)C(N)=O (stereo not given)	-2	-8	-5	14	-3	2	7	-12	-9
41	CCN(c1ccccc1)S(=O)(=O)c1ccc(OC)c(NC(=O)C2=NN(c3ccccc3)C(=O)CC2)c1	-5	1	-3	-8	13	-2	16	0	-6
42	CCC[N+]1(CC#CC2(O)CCCCC2)CCOCC1	14	-12	2	20	12	1	-6	3	2
43	CCn1c(NN)nc2sc3c(c2c1=O)CCC3	-1	-12	1	7	1	-3	11	15	4
44	CCCc1nc2ccccc2c(=O)n1N	4	-4	3	36	-1	2	-9	3	1
45	CC(=O)c1ccc(Nc2nc(C)cc(C)n2)cc1	-3	2	2	-258	11	-3	1	-12	-9
46	COc1ccc(N(C(=O)c2ccco2)C(C(=O)NC2CCCC2)c2cccs2)cc1OC (stereo not given)	-15	15	2	11	6	-3	-7	-8	-7
47	O=C(c1ccc(N2CCN(C(=O)c3ccccc3Br)CC2)cc1)c1cccc(F)c1	-23	4	-1	-109	-8	0	22	6	-7

By substructure: those above with an aryl methoxy group
cpd	Compound	SENP6 block	HKDC1 inhibitor	SENP7 inh	SENP8 block-1	NLRP3 yeast inh	SENP1 FRET inh	Apaf-1 inh	PfGluPho inh	SENP8 block-2
1	COc1ccc(NC(=O)CSc2nc3ccsc3c(=O)n2Cc2ccccn2)c(OC)c1	-10	1	2	-22	7	-13	6	-15	-6
2	COc1ccccc1N1CCN(C(=O)c2cc(-c3cccs3)on2)CC1	-24	2	-10	15	12	0	22	-6	1
15	CCC(CC)C(=O)Nc1c2c(nn1-c1ccc(OC)cc1)CS(=O)(=O)C2	-5	-11	7	4	-5	0	-13	-13	-5
21	COc1ccc(Cn2nnnc2C(c2cc3ccc(OC)cc3[nH]c2=O)N2CCC(C)CC2)cc1 (stereo not given)	-11	0	0	-260	-1	-66	16	3	-6
28	COc1ccc(NC(=O)C2CCN(S(=O)(=O)c3cccc4cccnc34)CC2)cc1OC	-4	·	-7	16	1	-3	14	·	-8
29	CCOC(=O)CC1=CCc2c1ccc(OC)c2OC	·	-3	·	-84	·	-1	·	8	·
32	COc1ccccc1N(C)S(=O)(=O)c1ccc(Cl)c(C(=O)NCc2cccnc2)c1	-14	-6	-11	11	18	0	-11	10	-10
34	COc1ccc(OC)c(CNC(=O)CCC(=O)N2Cc3ccccc3Oc3ncccc32)c1	-13	-2	-2	5	2	0	-6	-2	-5
38	COc1ccc(Nc2nnc(SC(C(=O)Nc3cc(C)ccc3C)c3ccccc3)s2)cc1 (stereo not given)	-6	4	-10	16	-17	3	10	4	-3
41	CCN(c1ccccc1)S(=O)(=O)c1ccc(OC)c(NC(=O)C2=NN(c3ccccc3)C(=O)CC2)c1	-5	1	-3	-8	13	-2	16	0	-6
46	COc1ccc(N(C(=O)c2ccco2)C(C(=O)NC2CCCC2)c2cccs2)cc1OC (stereo not given)	-15	15	2	11	6	-3	-7	-8	-7
